# Assay outcomes: PubChem, Sanford-Burnham Center for Chemical Genomics
# HKDC1 inh: inhibitors of human hexokinase HKDC1. AID 493160. 340,000 tested, 0.16% active. Q2TB90. inhibition, % at 20 µM. recombinant HKDC1, G6PDH/diaphorase resazurin coupled fluorescence;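 active = inhibition above about 35% when tested at 20 µM, limit read from the data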;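 also: plate controls were DMSO wells with enzyme for no effect and DMSO wells lacking enzyme for full effect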
#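 Assay system: recombinant HKDC1 hexokinase; detection: coupled resazurin fluorescence, excitation 525 nm, emission 613 nm; benchmarks: DMSO-plus-enzyme-mix negative control, buffer-substituted positive control; compound dosing: single 20 µM dose; schedule: 90 min at room temperature in dark; also added: glucose plus 1 mM ATP as hexokinase substrates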
# ATG4B inhibitor: blocks human ATG4B protease cleavage of LC3 substrate; Q9Y4P1; ATG4B cleavage of LC3-PLA2, NBD-HPC fluorescence, 1 h; inhibition, % at 8.33 µM; 340,000 tested, 0.51% active; in the data active = inhibition above about 40%
# Target sequence (Q9Y4P1 whole entry, looked up): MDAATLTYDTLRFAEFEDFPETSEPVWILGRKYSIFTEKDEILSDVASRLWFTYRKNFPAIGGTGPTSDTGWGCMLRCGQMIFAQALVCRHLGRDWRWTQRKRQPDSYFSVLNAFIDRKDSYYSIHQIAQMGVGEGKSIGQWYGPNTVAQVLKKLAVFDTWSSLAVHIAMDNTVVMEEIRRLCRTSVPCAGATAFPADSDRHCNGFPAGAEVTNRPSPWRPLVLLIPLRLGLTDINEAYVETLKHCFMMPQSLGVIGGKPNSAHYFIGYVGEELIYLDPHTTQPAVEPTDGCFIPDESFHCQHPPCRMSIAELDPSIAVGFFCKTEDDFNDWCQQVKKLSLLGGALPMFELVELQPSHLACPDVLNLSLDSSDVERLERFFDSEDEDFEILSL
# hIAP inh: blocks human intestinal alkaline phosphatase; P09923; purified IAP, CDP-Star luminescence, 30 min; inhibition, % at 10 µM; 330,000 tested, 0.12% active; AID 2544;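 active = inhibition reaching a set limit with compound at 10 µM in the primary screen, cut at about 35% in these data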;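 also: plate controls were DMSO wells with enzyme for no effect and no-enzyme buffer wells for full effect; values of inactives mirror those of a sister screen read the other way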
# Target sequence (P09923 whole entry, looked up): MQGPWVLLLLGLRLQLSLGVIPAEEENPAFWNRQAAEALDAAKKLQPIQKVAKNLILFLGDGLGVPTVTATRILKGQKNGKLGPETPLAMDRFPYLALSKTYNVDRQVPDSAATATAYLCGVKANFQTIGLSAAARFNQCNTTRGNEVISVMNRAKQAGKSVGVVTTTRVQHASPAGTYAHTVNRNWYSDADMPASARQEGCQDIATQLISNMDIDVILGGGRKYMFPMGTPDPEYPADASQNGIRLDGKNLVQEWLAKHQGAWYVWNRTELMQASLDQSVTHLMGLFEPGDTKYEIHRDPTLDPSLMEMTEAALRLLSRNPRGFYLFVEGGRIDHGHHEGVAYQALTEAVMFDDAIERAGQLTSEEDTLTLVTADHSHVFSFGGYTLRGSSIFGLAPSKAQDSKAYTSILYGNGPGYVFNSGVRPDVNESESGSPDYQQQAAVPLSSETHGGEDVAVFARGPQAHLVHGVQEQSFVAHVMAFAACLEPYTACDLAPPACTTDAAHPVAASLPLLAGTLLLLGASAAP
# hIAP act: human IAP activation | P09923 | purified human IAP, CDP-Star luminescence, 30 min; hits give high values; 1 = vehicle-only enzyme, 0 = enzyme-free background | activation factor at 10 µM | 330,000 tested, 0.16% active | AID 2524;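 active = activation factor of the enzyme at least 2-fold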; also: the source names both 10 and 20 µM as test concentration; values of inactives mirror those of a sister screen read the other way
# mIAP act: mouse IAP activation; activation factor at 10 µM; muIAP, CDP-Star luminescence, 30 min; hits give high values; 1 = vehicle-only enzyme signal, 0 = enzyme-free wells; 330,000 tested, 0.24% active;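 active = activation factor of at least 2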; also: the source names both 10 and 20 µM as test concentration; values of inactives mirror those of a sister screen read the other way
#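 Assay system: mouse IAP enzyme; Reagent: CDP-Star chemiluminescent phosphatase substrate; Compound: DMSO-dissolved test compounds; Incubation: 30 min, room temperature; Technique: luminescence from enzymatic CDP-Star hydrolysis; Controls: DMSO-only wells and no-enzyme negative control.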
# APOBEC3A inh: inhibitors of human APOBEC3A DNA deaminase | inhibition, % at 20 µM | recombinant A3A, FAM/TAMRA ssDNA deamination fluorescence | AID 493011 | 330,000 tested, 0.41% active | P31941;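 active = at least 40% inhibition at 20 µM here, with at most 30% in a related deaminase screen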;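 also: plate controls were A3A with DMSO for no effect and wells lacking A3A enzyme for full effect; some results filed as inactive read as strong as hits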
# PfG6PD inh: PfG6PD (Plasmodium falciparum) enzyme inhibition. PfGluPho enzyme, NADPH resazurin-diaphorase fluorescence. inhibition, % at 20 µM. 350,000 tested, 0.78% active. AID 504690;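 active = inhibition reaching at least a set limit at 20 µM in the primary screen, cut at about 59% in these data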;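 also: 0% = DMSO wells with substrate and 100% = DMSO wells lacking glucose-6-phosphate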
# mIAP inh: mouse IAP inhibition. purified mouse IAP, CDP-Star luminescence, 30 min. inhibition, % at 10 µM. 330,000 tested, 0.2% active. AID 2806;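 active = inhibition of at least 40% at 10 µM in the primary screen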;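 also: plate controls were DMSO with enzyme for no effect and no enzyme wells for full effect; values of inactives mirror those of a sister screen read the other way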
# Starred values were filed as active, the others as inactive; nt = no result given.
SMILES,HKDC1 inh,ATG4B inhibitor,hIAP inh,hIAP act,mIAP act,APOBEC3A inh,PfG6PD inh,mIAP inh
C=CC[C@@H](Cc1ccc(F)cc1)C(=O)OC[C@@H]1CCCN1C(=O)[C@@H](CC=C)CC(=O)N[C@@H](CO)Cc1ccccc1,0,-19,-7,1.1,0.99,-3,3,1
CCOCCCNC(=O)CN1C(=O)C(CC)Oc2ccccc21 (configuration not stated),-7,-2,-9,1.1,1.1,-2,-1,-11
Cc1ccc(S(=O)(=O)c2nc(NN(C)C)sc2Cl)cc1,-2,-5,0,1,1,-3,6,-3
Cc1ccccc1C(=O)Nc1ccc2nc3n(c(=O)c2c1)CCC3,-3,-1,-12,1.1,1.1,-3,18,-12
O=C(COC(=O)c1cc(Cl)ccc1[N+](=O)[O-])NCc1ccc(Cl)cc1Cl,-10,52*,7,0.93,0.88,-3,6,12
COc1ccc(C(=O)N[C@H](C(=O)NCc2cccs2)C(C)C)cc1,12,-6,4,0.96,1.1,40*,6,-10
O=C(c1ccc(Cl)s1)N1CCN(c2ncccn2)CC1,-4,-2,-5,1,1,-1,-7,-2
COc1cccc2[nH]c(C(=O)NN)c(N)c12,-1,-11,22,0.79,0.86,0,28,14
O=C(NC(=S)Nc1ccc(N2CCOCC2)c(Cl)c1)c1cccs1,-2,0,2,0.98,0.86,-2,15,14
CC(=O)c1ccc(NC(=O)C(C)N(C)CC(=O)Nc2ccc(Cl)cc2)cc1 (configuration not stated),-4,-1,-23,1.2,1.2,-2,-10,-22
CN(Cc1cnccn1)Cc1cn(Cc2ccccc2)nc1-c1ccc2c(c1)OCO2,-2,2,-26,1.3,1.1,1,-27,-9
O=c1c2nnn(-c3ccccc3)c2ncn1C/C=C/c1ccccc1,0,-16,4,0.96,1.1,-2,-8,-6
Cc1ccn2c(NCc3ccccc3)c(-c3cccc(SC4CCCCC4)c3)nc2c1,10,9,8,0.92,1.1,-5,14,-11
Cc1cc(NC(c2ccc(Cl)cc2)c2ccc3cccnc3c2O)no1 (configuration not stated),-32,-6,-14,1.1,1.1,4,-9,-12
Clc1ccccc1C1CC(c2ccccc2)Nc2ncnn21 (configuration not stated),-6,-10,-12,1.1,0.97,-1,56,3
Cc1ccc(C2C(C#N)=C(N)Oc3n[nH]c(-c4cccs4)c32)cc1 (configuration not stated),3,-11,0,1,0.97,-2,4,3
Cc1ccc(N2CC(C(=O)OCc3ccc([N+](=O)[O-])cc3)CC2=O)cc1 (configuration not stated),-6,-7,-5,1,0.97,-4,13,3
CS(=O)(=O)N(CC(=O)Nc1cccc([N+](=O)[O-])c1)c1ccccc1,-6,-4,-15,1.1,1.1,-5,-5,-7
O=S(=O)(/N=C(/Nc1ccc(Cl)cc1Cl)c1ccccc1)c1cccs1,9,2,2,0.98,1,-5,-2,-1
COC(=O)c1c(NC(=O)COC(=O)c2ccccn2)sc(C)c1C,6,-7,-2,1,1,-2,-2,-3

# Two entries from above, tab-delimited.
molecule	HKDC1 inh	ATG4B inhibitor	hIAP inh	hIAP act	mIAP act	APOBEC3A inh	PfG6PD inh	mIAP inh
O=S(=O)(/N=C(/Nc1ccc(Cl)cc1Cl)c1ccccc1)c1cccs1	9	2	2	0.98	1	-5	-2	-1
COC(=O)c1c(NC(=O)COC(=O)c2ccccn2)sc(C)c1C	6	-7	-2	1	1	-2	-2	-3

# The main list resumes with the 2 entries that preceded the break.
SMILES,HKDC1 inh,ATG4B inhibitor,hIAP inh,hIAP act,mIAP act,APOBEC3A inh,PfG6PD inh,mIAP inh
O=S(=O)(/N=C(/Nc1ccc(Cl)cc1Cl)c1ccccc1)c1cccs1,9,2,2,0.98,1,-5,-2,-1
COC(=O)c1c(NC(=O)COC(=O)c2ccccn2)sc(C)c1C,6,-7,-2,1,1,-2,-2,-3
COc1cc2c(cc1NC(=O)COC(=O)/C=C/c1ccccc1)oc1ccccc12,-14,7,12,0.88,0.88,-1,-1,12
CCN1C(=O)/C(=C2/C=Cc3ccccc3N2CC)SC1=S,-10,-7,-8,1.1,0.79,29,21,21
Cc1ccc(Cl)c2sc(NC(=O)C3CC3)nc12,-2,0,9,0.91,1.2,0,-16,-16
Cc1onc(-c2ccccc2)c1C(=O)NNC(=S)NC(=O)c1ccc(Cl)cc1Cl,-28,10,-73,1.7,0.84,-2,-35,16
COc1cccc(C(=O)N(Cc2cc3cc(C)ccc3[nH]c2=O)C(C)C)c1,-2,-1,6,0.94,1,-2,4,0
Cc1cc(C)n(CC(=O)NNC(=O)CC(C)c2ccccc2)n1 (configuration not stated),-4,7,-20,1.2,0.94,-5,-11,6
Cc1nc(SCC(=O)Nc2cc(S(=O)(=O)N3CCOCC3)ccc2Cl)nc(C)c1C,-1,-1,3,0.97,0.9,-4,3,10
COC(=O)c1ccc(C2NC(C(=O)O)CS2)cc1 (configuration not stated),1,-7,-15,1.2,0.99,-1,0,1
CCCCN(C(=O)c1ccc(OC(F)(F)F)cc1)c1c(N)n(CCC)c(=O)[nH]c1=O,8,-2,9,0.91,0.92,0,-3,8
Cc1ccc(C23CC4CC(CC(C(N)=O)(C4)C2)C3)cc1,-7,-10,-6,1.1,1,-1,-1,-3
O=C(NCCO)c1cccc(Cl)c1,-3,7,-14,1.1,0.98,1,-11,2
CC(C)CC(NC(=O)C1CCC(=O)N1)C(=O)NC(CC(C)C)C(=O)N1CCCC1C(N)=O (configuration not stated),-8,7,-11,1.1,1.1,-2,-6,-6
CNS(=O)(=O)c1cc(NC(=O)CCNC(=O)c2ccco2)ccc1C,4,-12,0,1,1.1,2,-18,-6
CCN(C(=O)COc1ncnc2ccccc12)C1CCCCC1,-3,7,8,0.92,1,-1,-13,0
O=S(=O)(c1ccc(OCC(O)CN2CCN(c3ccccc3O)CC2)cc1)N1CCOCC1 (configuration not stated),-7,-19,-1,1,1,-1,8,0
CCC(=O)Nc1nc2nc(C)cc(=O)n2[nH]1,-6,-6,3,0.97,1,0,6,-3
CCn1c(COc2ccc(C)cc2)nnc1SCc1ccc(C#N)cc1,4,-10,0,1,1,2,0,-4
CC(C)c1ccc(NC(=O)C2CC(=O)N(C3CCCC3)C2)cc1 (configuration not stated),7,1,0,1,1,2,-13,-3
O=C(NCc1ccc(Cl)cc1)C(=O)Nc1nccs1,-5,-8,3,0.97,1,3,10,-1
CCc1ccc2[nH]c(C)c(CN3CCCCCC3)c(=O)c2c1,0,7,-20,1.2,1,-2,0,-2
Cc1ccc(SCc2nnc(NC(=O)c3ccccc3)s2)cc1,-7,1,-36,1.4,1.1,2,-15,-6
C/C(=N\NC(=O)CSCc1ccc(Cl)cc1)c1ccc2c(c1)OCCO2,2,-10,-24,1.2,0.99,-2,-7,0
O=C(NCCc1nc2ccccc2[nH]1)c1cccc(Br)c1,1,-5,1,0.99,0.9,-4,-6,10
CC(=O)c1cc(CN2C(=O)CCC2=O)cs1,-3,-7,-3,1,1,-5,7,-2
COc1ccc(-c2ccncc2)cc1OC,1,-12,-12,1.1,1,5,-3,-4
NC(=O)COc1ccccc1C(=O)NC12CC3CC(CC(C3)C1)C2,-3,1,-4,1,1,-4,-7,-4
CCc1ccc(OCc2nnc(SCC(=O)NC3CCCCC3)o2)cc1,-5,-1,0,1,0.99,3,-10,0
NS(=O)(=O)c1ccc(NC(=O)C2C3C=CC(C3)C2C(=O)O)cc1 (configuration not stated),-5,0,-4,1,1.1,0,-4,-8
O=C(O)c1ccc(Cl)c2c1C1C=CCC1C(c1ccccn1)N2 (configuration not stated),nt,nt,-39,1.4,0.93,91,nt,8
CC1=NCCN1S(=O)(=O)c1ccccc1[N+](=O)[O-],-5,0,6,0.94,1,0,-10,0
COc1ccc(C(=O)N2CCC(c3ccccc3)CC2)c(OC)c1OC,-4,-6,6,0.94,1,-7,8,-2
O=C(NCCCN1CCOCC1)c1sc2cc([N+](=O)[O-])ccc2c1Cl,15,-9,-15,1.2,0.95,-9,88*,5
Cc1cc(C(=O)Nc2ccccc2C)c2ccccc2n1,-2,-3,4,0.96,0.94,-5,0,6
Cc1cc([N+](=O)[O-])ccc1NC(=O)CSc1nncn1-c1cccnc1,-7,0,5,0.95,0.99,-3,8,1
Cc1nc2c(c(=O)c3ccccc3n2C)c(=O)n1C1CCCCCC1,-1,-4,13,0.87,0.99,-4,0,1
Cc1nc(CN(C)C(=O)c2cc(COc3ccc4ncccc4c3)on2)cs1,-5,4,-3,1,0.97,4,4,3
Cc1cccc(-c2noc(-c3ccccc3C(=O)NCC3CCCO3)n2)c1 (configuration not stated),2,-5,-11,1.1,0.96,-1,7,4
O=c1[nH]c2ccc(S(=O)(=O)N3CCN(c4ccccc4)CC3)cc2[nH]c1=O,-1,-7,10,0.9,1,-2,-30,-3
C[C@H](CO)N1C[C@H](C)[C@@H](CN(C)S(=O)(=O)c2ccc(F)cc2)Oc2ccc(NC(=O)Cc3ccccc3)cc2C1=O,-6,-8,13,0.87,1.2,1,-9,-25
NC(=O)c1nsc(C(=O)N(CC(=O)NCc2ccccc2)c2cccc(F)c2)c1N,0,8,1,0.99,0.97,-1,-3,3
COCCNC(=O)C1CC(=O)N(CCc2ccccc2)C1 (configuration not stated),2,-6,-11,1.1,0.92,-17,-23,8
COc1ccc(C)cc1NS(=O)(=O)c1ccc2c(c1)N(C)CCO2,2,0,0,1,0.98,-3,-6,2
Cc1ccc(NCc2nnc(SCC(=O)N3CCCCC3)n2CC2CCCO2)c(C)c1 (configuration not stated),0,-4,15,0.85,0.99,-1,-1,1
O=C(NCCC1CCCCN1S(=O)(=O)c1ccc(F)cc1)C(=O)NCC1CCCO1 (configuration not stated),-10,3,3,0.97,1,-1,-14,-1
CCn1c(COc2ccccc2OC)nnc1SCC(=O)NC1CCCC1,2,11,5,0.95,1,3,-15,-5
CCc1c(C)nc(Nc2nc(C)c3ccc(OC)cc3n2)[nH]c1=O,15,-1,-16,1.2,0.69,6,1,31
CNCCC(=O)N1c2ccccc2CCc2ccc(NC(=O)OC)cc21,-2,7,-3,1,1,0,-13,-3
CCOC(=O)Cc1cc(-c2ccc(O)cc2)nc2ccc3ccccc3c12,-2,-5,-26,1.3,0.94,-2,25,6
CC(N=C1NS(=O)(=O)c2ccccc21)C(=O)Nc1ccc(F)cc1Cl (configuration not stated),0,0,-14,1.1,1.1,-3,10,-6
Cn1nnnc1NC(=O)c1ccccc1Cl,-4,0,0,1,1,0,-5,-3
CCOC(=O)N1CCN(C(=O)c2ccc3c(c2)ncn3C2CCCC2)CC1,4,2,8,0.92,1,3,-19,-1
Cc1ccc(-n2nnnc2-c2nc3ccccc3s2)cc1,-4,2,-1,1,0.98,0,3,2
COc1ccc(C(=O)Nc2nnc(SCC(=O)NCc3ccco3)s2)cc1OC,-2,4,-21,1.2,0.91,-5,5,9
CN(C(=O)COC(=O)c1nc(-c2ccccc2)n(-c2ccccc2)n1)C1CCS(=O)(=O)C1 (configuration not stated),-3,-14,-5,1.1,1,6,6,-4
NC(=O)C[C@@H]1N[C@]2(C(=O)Nc3ccccc32)[C@@H]2C(=O)N(c3cc(C(F)(F)F)ccc3Cl)C(=O)[C@H]12,-8,-7,17,0.83,0.92,-2,3,8

# Shown with bars between the fields: 2 of the compounds above.
Molecule | HKDC1 inh | ATG4B inhibitor | hIAP inh | hIAP act | mIAP act | APOBEC3A inh | PfG6PD inh | mIAP inh
COc1ccc(C(=O)Nc2nnc(SCC(=O)NCc3ccco3)s2)cc1OC | -2 | 4 | -21 | 1.2 | 0.91 | -5 | 5 | 9
CN(C(=O)COC(=O)c1nc(-c2ccccc2)n(-c2ccccc2)n1)C1CCS(=O)(=O)C1 (configuration not stated) | -3 | -14 | -5 | 1.1 | 1 | 6 | 6 | -4

# Compounds were not picked by outcome (roughly 2.4% active in at least one column).
